Sm TGR inh: inhibitors of Schistosoma mansoni thioredoxin glutathione reductase. Q962Y6. purified TGR, DTNB reduction, TNB absorbance 405 nm. Potency, µM (titrated, usually from 114 µM), inactives show at the top dose activity change, negative = inhibition, hits mostly inhibitors. actives 3% (n = 360,000); also: potency is read from the fitted curve at half-maximal effect; nearly all actives have a fitted effect of over 60% in size
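First, TGR (20 nM dispensed) and NADPH were mixed with compound. Second, a 15 min room-temperature incubation followed. Third, further NADPH and then DTNB were added to start the reaction. Finally, TNB absorbance was monitored kinetically.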
AmpC no deterg: AmpC beta-lactamase inhibition without detergent. P00811. AID 485341. Potency, µM (series often up to 57.1 µM), without a hit: top-dose activity change, negative = inhibition, actives largely listed as inhibitors. actives 0.52% (n = 330,000). AmpC nitrocefin hydrolysis, absorbance 480 nm, 0.0001% Triton;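 also: potency is read from the fitted curve at half-maximal effect; plate controls were no compound for no effect and no enzyme for full effect; nearly all actives have a fitted effect of over 20% in size; some results filed as inactive show a strong effect at the top dose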
Target sequence (P00811 whole entry, looked up): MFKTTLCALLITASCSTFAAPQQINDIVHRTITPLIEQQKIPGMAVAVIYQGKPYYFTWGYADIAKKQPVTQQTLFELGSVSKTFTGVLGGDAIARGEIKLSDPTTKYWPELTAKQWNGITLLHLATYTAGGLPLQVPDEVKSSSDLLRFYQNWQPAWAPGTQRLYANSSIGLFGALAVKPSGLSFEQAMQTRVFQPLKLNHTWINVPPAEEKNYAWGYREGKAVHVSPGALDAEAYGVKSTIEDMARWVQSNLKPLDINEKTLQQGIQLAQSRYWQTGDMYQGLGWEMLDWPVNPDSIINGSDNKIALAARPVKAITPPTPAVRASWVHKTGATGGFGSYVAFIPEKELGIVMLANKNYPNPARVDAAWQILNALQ
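20 mM phosphate pH 7.0 + 0.01% (detergent screen) or 0.0001% Triton X-100; 5.3 nM AmpC reagent; cpd preinc 15 min RT; nitrocefin (800 uM stock) to start; A480 q20 s × 4 min; Activity was normalised to no-enzyme and no-compound control wells.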
AmpC inh detg: AmpC beta-lactamase inhibition with detergent present; actives 0.041% (n = 370,000); P00811; AmpC hydrolysis of nitrocefin, absorbance 480 nm, 0.01% Triton; Potency, µM (series often up to 114 µM), without a hit: at the top dose activity change, negative = inhibition, usual class: inhibitors;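 also: potency is read from the fitted curve at half-maximal effect; 0% = no-compound wells and -100% = no-enzyme wells; nearly all actives have a fitted effect of over 25% in size; some results filed as inactive show a strong effect at the top dose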
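AmpC (5.3 nM in the dispensed reagent) in 20 mM phosphate pH 7.0 with 0.01% (detergent screen) or 0.0001% Triton X-100 was preincubated with compounds for 15 min at room temperature. Nitrocefin was then added from an 800 uM solution, and hydrolysis was followed at 480 nm.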
HCMV inh: blocks human cytomegalovirus replication; activity change, negative = inhibition, % at 57.5 µM; AID 1259415; actives 4.5% (n = 410,000); HFF cells, HCMV-luciferase reporter, 72 h; active compounds read low; in the data active = activity change below about -60%; inconclusive = no clear call, values can overlap the other calls; inactive = above about -39%
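Two compound doses tested in HFFs infected with HCMV-luciferase, MOI 1 PFU/cell, 72 h at 37C. Lysate luminescence read with OneGlo; data normalized against buffer-only and 10uM Salinomycin inhibitor controls.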
AMA1-RON2 inh: inhibitors of Plasmodium falciparum AMA1-RON2 interaction; AlphaScreen AMA1-biotinylated RON2 peptide binding; Potency, µM (top dose mostly 58.2 µM), inactives show top-dose activity change, negative = inhibition, hits mostly inhibitors; actives 0.2% (n = 360,000);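 also: potency is read from the fitted curve at half-maximal effect; 0% = vehicle wells and -100% = peptide control; nearly all actives have a fitted effect of over 45% in size; some results filed as inactive show a strong effect at the top dose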
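AMA1 (3D7) with his tag at 25 nM final met compounds first, then biotinylated RON2 peptide at 25 nM; detection used donor plus acceptor beads, 10 µg/mL apiece, read by AlphaScreen after 30 min at room temperature.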
FBPA Giardia inh: inhibitors of Giardia lamblia fructose-1,6-bisphosphate aldolase; A8B2U2; purified Giardia FBPA; Potency, µM (top dose mostly 59.6 µM), for the others: at the top dose activity, negative = inhibition, hits mostly inhibitors; actives 0.71% (n = 290,000); also: potency is read from the fitted curve at half-maximal effect; nearly all actives have a fitted effect of over 55% in size
Target sequence (A8B2U2 whole entry, looked up): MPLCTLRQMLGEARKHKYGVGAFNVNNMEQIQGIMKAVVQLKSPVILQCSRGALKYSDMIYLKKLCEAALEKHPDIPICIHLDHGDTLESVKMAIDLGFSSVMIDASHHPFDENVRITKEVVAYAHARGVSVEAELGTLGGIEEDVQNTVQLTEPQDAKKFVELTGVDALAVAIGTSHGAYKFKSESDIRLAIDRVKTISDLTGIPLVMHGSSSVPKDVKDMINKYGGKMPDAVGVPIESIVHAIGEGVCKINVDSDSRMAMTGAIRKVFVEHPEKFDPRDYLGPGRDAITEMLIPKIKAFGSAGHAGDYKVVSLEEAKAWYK
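40 nM FBPA preincubated 10 min at RT with compound (up to 57.5 uM final), then substrate plus GAPDH/TPI/NAD/arsenate coupling and diaphorase/resazurin added. Fluorescence read after 20 min at RT, 525/598 nm.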
Starred values were filed as active, the others as inactive; ? = inconclusive; nt = not tested or not shown; [ ] = another dose, or the depositor's remark. Unless noted, calls follow the shape of the dose curve; as a rule, active = well fitted curve in the direction sought with a large enough effect; inconclusive = small, poorly fitted or top-dose-only effect, or another doubt; inactive = no such curve, though single readings can be large; an effect the other way counts as inactive or inconclusive. Unless noted, % is scaled to controls: 0 for no effect and ±100 for the full control effect. Random draw from the library. About 7.8% of those tested had a hit in this group.

Sample of the layout:
Abbreviations – A = Sm TGR inh; B = AmpC no deterg; C = AmpC inh detg; D = HCMV inh; E = AMA1-RON2 inh; F = FBPA Giardia inh
CCOc1cc(C(=O)OCC(=O)c2cc(C)n(CC3CCCO3)c2C)ccc1OCC(=O)N1CCOCC1 (stereo unspecified)
  A: 2%; B: 226%[activator]; C: 8%; D: 11; E: -3%; F: -3%
COc1ccc(NC(=O)CSc2nnc(NC(=O)Nc3ccccc3)s2)c(OC)c1
  A: 8%; B: nt; C: 4%; D: 48; E: nt; F: nt
CCOC(=O)c1[nH]c2ccccc2c1NC(=O)CC(C)(C)C
  A: 0%; B: -5%; C: -13%; D: 32; E: -7%; F: 1%

The listing, from the first entry:
Abbreviations – A = Sm TGR inh; B = AmpC no deterg; C = AmpC inh detg; D = HCMV inh; E = AMA1-RON2 inh; F = FBPA Giardia inh
CCOc1cc(C(=O)OCC(=O)c2cc(C)n(CC3CCCO3)c2C)ccc1OCC(=O)N1CCOCC1 (stereo unspecified)
  A: 2%; B: 226%[activator]; C: 8%; D: 11; E: -3%; F: -3%
COc1ccc(NC(=O)CSc2nnc(NC(=O)Nc3ccccc3)s2)c(OC)c1
  A: 8%; B: nt; C: 4%; D: 48; E: nt; F: nt
CCOC(=O)c1[nH]c2ccccc2c1NC(=O)CC(C)(C)C
  A: 0%; B: -5%; C: -13%; D: 32; E: -7%; F: 1%
COc1ccccc1CC(=O)Nc1ccc(O)cc1C(=O)O
  A: -1%; B: -18%; C: -22%; D: 1; E: -10%; F: 0%
COc1cccc(NC(=O)CN(C)C(=O)C23CC4CC(CC(Cl)(C4)C2)C3)c1
  A: 0%; B: -25%; C: -14%; D: -22; E: 9%; F: nt
CN1CCN(S(=O)(=O)Cc2ccccc2Cl)CC1
  A: 3%; B: -6%; C: 4%; D: 70; E: 0%; F: nt
COC(=O)[C@H](CC(C)C)NC(=O)N1CCN(c2cccc(C(F)(F)F)c2)CC1
  A: 6%; B: 102%[activator]; C: -7%; D: 4; E: -5%; F: 0%
CC(=O)C1=C(c2ccccc2)NC(=O)NC1c1ccccc1 (stereo unspecified)
  A: -17%; B: -19%; C: ?; D: -32; E: 0%; F: 0%
COCCNCCCCOc1ccc(C)cc1[N+](=O)[O-]
  A: -12%; B: -42%; C: -2%; D: 13; E: -4%; F: -24%
CC(=O)c1cccc(N=Cc2c(O)c3ccccc3oc2=O)c1
  A: -2%; B: -15%; C: 3%; D: -2; E: 0%; F: ?
CC(C)(C)c1nc2ccccc2c2nnc(SCC(=O)NCc3ccco3)n12
  A: ?; B: 23%; C: -14%; D: -12; E: -8%; F: 12%
O=C(c1ccccc1)c1c[nH]c(C(=O)NCc2cccnc2)c1
  A: -21%; B: -14%; C: -6%; D: 19; E: 6%; F: 2%
COc1cc(SC)ccc1C(=O)OCC(=O)NC1CCCC1
  A: 28%; B: 1%; C: 4%; D: -19; E: -11%; F: 6%
COc1cccc(CCNC(=O)CCc2nnc(Cc3cc(OC)ccc3OC)o2)c1
  A: -13%; B: 47%; C: ?; D: -9; E: -6%; F: 5%
CN1CCN(c2ccc(S(=O)(=O)Nc3ccccc3)cc2[N+](=O)[O-])CC1
  A: 5%; B: -16%; C: -6%; D: -30; E: -8%; F: 4%
Cn1c(SCC(=O)Nc2ccc(NC(=O)c3cccc(F)c3)cc2)nnc1-c1ccncc1
  A: 13%; B: 1%; C: 3%; D: 26; E: 4%; F: 6%
CC1=Nn2c(nnc2-c2cc(-c3ccccc3)n[nH]2)SC1
  A: 1%; B: -29%; C: -12%; D: 4; E: 9%; F: -8%
CCCNC(=O)COc1ncnc2sc(C)c(C)c12
  A: 0%; B: -17%; C: -11%; D: -33; E: -1%; F: 0%
O=C(N/N=C/c1cc2c(cc1Br)OCO2)c1cc2ccccc2o1
  A: -6%; B: -56%; C: -8%; D: 0; E: -14%; F: 23%
CCc1ccc(OCC(=O)NNC(=O)C2CCC2)cc1
  A: 0%; B: -14%; C: ?; D: -13; E: 109%[activator]; F: nt
COc1cccc(-c2ccc(C#N)c(SCC(=O)NCCc3ccccc3)n2)c1
  A: 4%; B: -26%; C: -13%; D: 11; E: 3%; F: 4%
Cc1ccc2c(c1)C(=O)C(=O)N2Cc1ccc(Cl)cc1
  A: nt; B: -32%; C: nt; D: -39; E: ?; F: nt
CCOC(=O)C1=NN(C(=O)Cc2ccccc2)C(O)(c2ccc(Cl)cc2)C1 (stereo unspecified)
  A: 3%; B: -7%; C: 5%; D: -17; E: 26%; F: -2%
O=C(Nc1nncs1)C1COc2ccccc2O1 (stereo unspecified)
  A: -8%; B: -26%; C: -15%; D: 22; E: -8%; F: -2%
Cc1nnc(N(CCC#N)CCC#N)s1
  A: 2%; B: -11%; C: ?; D: -72*; E: 30%; F: 1%

Random excerpt: 4 compounds from above
Abbreviations – A = Sm TGR inh; B = AmpC no deterg; C = AmpC inh detg; D = HCMV inh; E = AMA1-RON2 inh; F = FBPA Giardia inh
CN1CCN(c2ccc(S(=O)(=O)Nc3ccccc3)cc2[N+](=O)[O-])CC1
  A: 5%; B: -16%; C: -6%; D: -30; E: -8%; F: 4%
CCOC(=O)C1=NN(C(=O)Cc2ccccc2)C(O)(c2ccc(Cl)cc2)C1 (stereo unspecified)
  A: 3%; B: -7%; C: 5%; D: -17; E: 26%; F: -2%
CN1CCN(S(=O)(=O)Cc2ccccc2Cl)CC1
  A: 3%; B: -6%; C: 4%; D: 70; E: 0%; F: nt
CC(=O)C1=C(c2ccccc2)NC(=O)NC1c1ccccc1 (stereo unspecified)
  A: -17%; B: -19%; C: ?; D: -32; E: 0%; F: 0%

Next part:
Abbreviations – A = Sm TGR inh; B = AmpC no deterg; C = AmpC inh detg; D = HCMV inh; E = AMA1-RON2 inh; F = FBPA Giardia inh
CCOC(=O)c1ccc(NC(=O)NCc2ccccn2)cc1
  A: 3%; B: -33%; C: -1%; D: 8; E: 19%; F: nt
COC(=O)CN=Cc1c(O)n(-c2ccc(Cl)cn2)c(=O)c2ccccc12
  A: 2%; B: -19%; C: 2%; D: -5; E: 10%; F: 3%
CN(C)S(=O)(=O)c1ccc(C(=O)NCc2nc3ccccc3s2)cc1
  A: 5%; B: -18%; C: 0%; D: 2; E: 4%; F: nt
COC(=O)c1nc(-c2ccccc2)oc1N1CCOCC1
  A: 3%; B: -13%; C: -10%; D: 33; E: 17%; F: 4%
CC12CCC3C(CC=C4CC(O)CCC43C)C1C/C(=C\c1cccc(F)c1)C2=O (stereo unspecified)
  A: 5%; B: -28%; C: -14%; D: -34; E: -12%; F: 3%
COc1ccc(CCN2C(=O)c3[nH]nc(-c4ccccc4O)c3C2c2ccc(OC)cc2)cc1 (stereo unspecified)
  A: -5%; B: nt; C: -4%; D: -36; E: nt; F: nt
O=C(c1ccccc1)C1CN(c2ccccc2)CC1c1ccc(Cl)cc1 (stereo unspecified)
  A: -36%; B: -12%; C: 2%; D: -21; E: -2%; F: 3%
C/C=C(\C)CN1CCC(n2nccc2NC(=O)c2ccc3c(c2)OCO3)CC1
  A: 2%; B: -1%; C: -3%; D: 23; E: -5%; F: 4%
CCOc1ccccc1NS(=O)(=O)c1ccc2[nH]c(=O)[nH]c2c1
  A: 3%; B: 66%[activator]; C: ?; D: -12; E: 10%; F: -2%
Cc1cccc(C(=O)Nc2ccnc(-c3cccnc3)n2)c1
  A: 7%; B: -10%; C: 6%; D: ?; E: 5%; F: -1%
CCOc1cc(/C=N/NC(=O)CN(CCc2ccccc2)S(=O)(=O)c2ccc(NC(C)=O)cc2)ccc1O
  A: -7%; B: ?; C: -8%; D: -26; E: 6%; F: 7%
CN(c1cccc(NC(=O)CCSc2ccccc2)c1)S(C)(=O)=O
  A: -7%; B: -29%; C: -9%; D: 7; E: -2%; F: -2%
CCOC(=O)c1sc(C)c(C(=O)NC2CCCCC2)c1N
  A: 1%; B: -36%; C: 1%; D: -13; E: 3%; F: 5%
CC(=O)Nc1ccc(Nc2nc(-c3sc(NC(C)=O)nc3C)cs2)cc1
  A: 0%; B: 1.8µM*; C: -5%; D: -27; E: -6%; F: -18%

As entered above:
Reading for `CC(=O)Nc1ccc(Nc2nc(-c3sc(NC(C)=O)nc3C)cs2)cc1` in FBPA Giardia inh: -18%
Reading for `CCOc1cc(/C=N/NC(=O)CN(CCc2ccccc2)S(=O)(=O)c2ccc(NC(C)=O)cc2)ccc1O` in AMA1-RON2 inh: 6%
Reading for `Cc1cccc(C(=O)Nc2ccnc(-c3cccnc3)n2)c1` in FBPA Giardia inh: -1%
Reading for `CN(c1cccc(NC(=O)CCSc2ccccc2)c1)S(C)(=O)=O` in AmpC inh detg: -9%

From PubChem
